EphA4 KYL inhibition = inhibitors of EphA4 binding to KYL peptide, primary screen, biochemical, colorimetric, mouse EphA4 (AID 689) | Ephrin type-A receptor 4 (Mus musculus) | EphA4-AP binding to KYL peptide, pNPP A405; higher % means a stronger effect | one-dose inhibition, % at 10 µM; IC50 in µM for titrated hits | 0.1% of 62,000 active; in the data active = a potency from the dose series; inactive = the rest, 99 in 100 with inhibition below about 22%
The depositor's hits bear a star. These rows are one share of the data. The share of hits here may be higher or lower than overall.

| structure | EphA4 KYL inhibition |
| --- | --- |
| O=C(CSc1nc2ccccc2c(=O)n1Cc1ccco1)N1CCCCCC1 | -10% |
| N=c1c(C(=O)NCc2ccc(F)cc2)cc2c(=O)n3ccccc3nc2n1CC1CCCO1 (configuration not stated) | -3% |
| CCOCCCNC(=O)C(c1ccc(C)cc1)N1CCOCC1 (configuration not stated) | -7% |
| O=C1c2ccccc2CCCC12N=NCC2c1cccc2ccccc12 (configuration not stated) | 1% |
| Cc1cccc(OCc2nnc(SCC(=O)NCCc3ccccc3)o2)c1 | 10% |
| CC1CCCCC1NC(=O)C1CCN(S(=O)(=O)N2CCCCCC2)CC1 (configuration not stated) | 14% |
| Cc1onc(-c2ccncc2)c1C(=O)O | -10% |
| N#CC1(C#N)CC(C=O)=C(N)C1(C#N)CC(=O)c1ccc(F)cc1 (configuration not stated) | 25% |
| O=C(c1ccc(Cl)c(F)c1F)N1CCOCC1 | -11% |
| O=C1c2ccccc2C(=O)N1CCCCN(C(=O)c1ccc([N+](=O)[O-])cc1)c1ccc(Cl)cc1 | -6% |
| CN(C)CC(O)COc1cccc(OCC(O)CN(C)C)c1 (configuration not stated) | -10% |
| CCCCC(=O)Nc1cc(OCC)c(NC(=O)c2ccccc2[N+](=O)[O-])cc1OCC | -3% |
| c1ccc(Cn2nnnc2C(c2ccccc2)N2CCN(c3nc4ccccc4s3)CC2)cc1 (configuration not stated) | 1% |
| COc1ccc(N2CCN(Cc3cc(=O)oc4c3ccc3ccccc34)CC2)cc1 | -7% |
| O=C(c1ccc(F)cc1)N1CCN(c2ccc([N+](=O)[O-])c(N3CCCCC3)c2)CC1 | -7% |
| CCOC(=O)c1c(NC(C)=O)sc2c(O)cccc12 | -8% |
| O=[N+]([O-])c1ccc(-c2csc3[n+]2CCS3)cc1 | -2% |
| CC1CCN(CCCCOc2ccc(C(=O)c3ccccc3)cc2)CC1 | 1% |
| CC(C)Oc1cccc(C(=O)NC(=S)Nc2ccc3c4c(cccc24)CC3)c1 | 3% |
| CCN(Cc1cc2ccc(C)cc2[nH]c1=O)C(=O)c1cccnc1 | -10% |
| CCOC(=O)c1ccc(NC(=O)CC2C(=O)N(c3ccc(F)cc3)C(=O)N2CCCOC)cc1 (configuration not stated) | -2% |
| Cc1noc2ncnc(Sc3c(Cl)cccc3Cl)c12 | -6% |
| CC1(C)CC(O)C(C)(C)N1O (configuration not stated) | -6% |
| c1cc2c(cc1C1=Nn3c(nnc3C3CCCCC3)SC1)OCO2 | -11% |
| Cc1ccc(N(C(=O)CNC(=O)c2ccco2)C(C(=O)NCC2CCCO2)c2ccccc2)cc1 (configuration not stated) | -1% |
| CS(=O)(=O)c1ccccc1-c1nc(-c2cc(C(F)(F)F)cc(C(F)(F)F)c2)no1 | -11% |
| N#Cc1nc(-c2cccs2)oc1NCc1ccccc1Cl | 6% |
| N/C(Cc1ccc([N+](=O)[O-])cc1)=N\OC(=O)COc1cccc2ccccc12 | -6% |
| Cc1nn(-c2ccccc2)c(C)c1C(=O)OC/C(O)=C(\C#N)c1nc2ccccc2[nH]1 | 3% |
| COc1ccccc1CNC(=O)C1CC(=O)N(C2CCCC2)C1 (configuration not stated) | -24% |
| CCN1CCN(c2ccc(NC(=O)CCc3c(C)nc4c(-c5ccccc5)c(C)nn4c3C)cc2)CC1 | -1% |
| O=c1cc(CSc2ccc(Cl)cc2)nc2nc[nH]n12 | -5% |
| CCOc1ccc(N(CC(=O)NCC(C)C)S(C)(=O)=O)cc1 | -17% |
| Clc1ccc(-c2cc(CSc3cccc(Cl)c3)on2)cc1 | -7% |
| COc1ccccc1CN1C(=O)[C@@H]2C(CCC(N)=O)NC3(C(=O)Nc4c3ccc(Cl)c4C)[C@@H]2C1=O (some centres not stated) | -2% |
| O=C1c2cnc3nc(SCc4cccc(Cl)c4)nn3c2CC2c3ccccc3CCN12 (configuration not stated) | -6% |
| O=C1c2ccccc2C(=O)N1Nc1ccccc1 | -28% |
| Cc1ccc(SCCC(=O)OCC(=O)Nc2ncc(Cl)cc2Cl)cc1 | 21% |
| Cc1nc2ccc(C(=O)OCc3ccccc3Br)cc2nc1C | 4% |
| O=C(N/N=C/c1ccc(OCc2ccccc2)cc1)c1cccs1 | -10% |
| COc1cccc(NC(=O)CSc2nc3ccccc3cc2Cc2ccccc2)c1 | 0% |
| CCCn1c(N2CCN(CC(=O)c3c(C)n(C)c4ccccc34)CC2)nc2c1c(=O)[nH]c(=O)n2C | -10% |
| CCOC(=O)c1c(C)n(O)c2ccc(Cl)cc2c1=O | 11% |
| CCOC(=O)C1(C)NC(c2ccc(N(C)C)cc2)C2C(=O)N(c3ccc(OC)cc3)C(=O)C21 (configuration not stated) | 2% |
| Cc1cccc(-c2c3c(=O)n(C)c(=O)n(C)c3cn2CC2CCCO2)c1 (configuration not stated) | -6% |
| c1ccc(-c2nc(CSc3n[nH]c(-c4cccs4)n3)cs2)cc1 | -2% |
| O=C(CN1CCCC(O)C1)N1c2ccccc2Sc2ccc(C(F)(F)F)cc21 (configuration not stated) | 14% |
| CCOC(=O)C1=C(c2ccccc2)N=c2s/c(=C\c3ccc(O)cc3)c(=O)n2C1c1cccs1 (configuration not stated) | 24% |
| Brc1ccc(CSc2nccn2-c2ccccc2)cc1 | 0% |
| CCOC(=O)C1=C(CS(=O)(=O)c2ccccc2)NC(=O)NC1c1ccccc1OCC (configuration not stated) | -12% |
| Cc1ccc(-c2nc(C3CCCN(S(=O)(=O)c4ccc(C)cc4)C3)no2)cc1 (configuration not stated) | 10% |
| Cc1ccccc1N1CCN(Cc2c[nH]c3ccccc23)CC1 | 0% |
| COc1cccc(/C=C/c2ccncc2)c1OC | -8% |
| C/C(N)=C(/C#N)C(=O)CSc1nc(C2CCCCC2)n(-c2ccccc2)n1 | 5% |
| CC(=O)c1c(C)[nH]c(C(=O)NCCc2cccc(C)c2)c1C | -7% |
| O=C(CC(Sc1ccccc1)c1cccs1)c1ccco1 (configuration not stated) | -16% |
| O=C1OC(c2ccccc2F)=N/C1=C\c1ccc(Br)cc1 | -6% |
| CCC(=O)Oc1cc2c(C(=O)OC)c(C)oc2cc1Br | -15% |
| CC(=O)c1ccc(-n2nnnc2SCC(=O)Nc2cccc(NC(=O)c3ccco3)c2)cc1 | -6% |
| CS(=O)(=O)N1CCN(C(=O)c2ccc(F)cc2)CC1 | -7% |

The closing seven records of the section before lead into the next:
| structure | EphA4 KYL inhibition |
| --- | --- |
| C/C(N)=C(/C#N)C(=O)CSc1nc(C2CCCCC2)n(-c2ccccc2)n1 | 5% |
| CC(=O)c1c(C)[nH]c(C(=O)NCCc2cccc(C)c2)c1C | -7% |
| O=C(CC(Sc1ccccc1)c1cccs1)c1ccco1 (configuration not stated) | -16% |
| O=C1OC(c2ccccc2F)=N/C1=C\c1ccc(Br)cc1 | -6% |
| CCC(=O)Oc1cc2c(C(=O)OC)c(C)oc2cc1Br | -15% |
| CC(=O)c1ccc(-n2nnnc2SCC(=O)Nc2cccc(NC(=O)c3ccco3)c2)cc1 | -6% |
| CS(=O)(=O)N1CCN(C(=O)c2ccc(F)cc2)CC1 | -7% |
| Cc1nc(N)sc1N=Nc1ccc(F)cc1 | 3% |
| COc1cc(C2C(C(=O)c3cccs3)=C(O)C(=O)N2c2cc(C)on2)ccc1O (configuration not stated) | -23% |
| CCN(CC)C(=O)CSc1nnc([C@H](Cc2c[nH]c3ccccc23)NC(=O)OC(C)(C)C)o1 | 4% |
| Nc1ccc(C(O)(C(F)(F)F)C(F)(F)F)cc1 | -7% |
| COc1cccc(C(=O)N2CCN(C(=O)c3cccc4ccccc34)CC2)c1OC | -7% |
| Cc1nnc2c3cnn(-c4ccc(Cl)cc4)c3ncn12 | -6% |
| CCN1C(=O)CC(N2CCN(c3ccc(OC)cc3)CC2)C1=O (configuration not stated) | 6% |
| O=C(c1cccn2c(=O)c3cc(Br)ccc3nc12)N1CCN(c2ccccn2)CC1 | -10% |
| COC(=O)c1[nH]c2ccc(Br)cc2c1NC(=O)C(C)N1CCN(C2CCCCC2)CC1 (configuration not stated) | -9% |
| O=C(COc1ncnc2ccccc12)NCCC1=CCCCC1 | -10% |
| Cc1ccc(NC(=O)C2CC(O)CN2C(=O)Oc2ccccc2)c(C)c1 (configuration not stated) | 5% |
| Cc1sc(NC(=O)c2ccco2)c(CN2CCN(c3ccc(F)cc3)CC2)c1C | 39% |
| COc1cccc(-n2c(SC)nnc2-c2c[nH]c3ccccc23)c1 | 0% |
| Cc1nc(P(=O)(c2ccccc2)c2ccccc2)c(N2CCOCC2)o1 | -13% |
| Cc1nn2c(=O)cc(CSc3nc4ccccc4[nH]3)nc2s1 | -22% |

Additional structures
mol	EphA4 KYL inhibition
CC(C)CCn1c(SCC(=O)N2CC(=O)Nc3ccccc32)nc2scc(-c3cccs3)c2c1=O	-6%
COc1ccccc1N1CCN(C(=O)c2cc3c(=O)n(C)c4ccccc4c3n2C)CC1	-6%
CCOC(=O)c1c(NC(=O)c2cccs2)sc(C)c1CC	2%
CCc1nc(NCCc2ccccn2)c2nnn(Cc3ccccc3F)c2n1	-7%
COc1cc([N+](=O)[O-])ccc1NC(=O)CCCOc1ccc(C)cc1	-4%
COc1cc(NC(=O)c2cc(-c3cccs3)on2)cc(OC)c1OC	-15%
CCN1CCN(C(=O)C2CCN(S(=O)(=O)c3cccc4cccnc34)CC2)CC1	0%
COC(=O)CSc1[nH]c(=O)cc(C)c1C#N	-3%
Cc1cccc(N2CCN(C(=O)Cn3sc4nc(C)cc(C)c4c3=O)CC2C)c1 (configuration not stated)	-7%
S=C(NCc1cccnc1)Nc1cccc(Cl)c1	-2%
COc1ccccc1C1CC(=O)NC(SCC(=O)Nc2ccccc2)=C1C#N (configuration not stated)	-8%
O=C(/C=C/c1ccccc1)Nc1ccc(I)cc1Cl	4%
Cc1ccc(S(=O)(=O)c2n[nH]n3c2nc(=O)c2ccccc23)cc1	-3%
CC(C)Cn1cnc2c(=O)oc3ccccc3c21	-16%
COn1c(SC2CCCCC2)nc2ccccc2c1=O	-8%
COc1ccc(-c2nc(C#N)c(N3CCc4ccccc4C3)o2)cc1OC	-23%
CCc1c(O)nc(SCC(=O)NCc2ccco2)[nH]c1=O	-4%
CN(C)S(=O)(=O)c1ccc(NC(=O)CN2CCN(C(c3ccccc3)c3ccccc3)CC2)cc1	-14%
O=C(/C=C/c1c(Cl)cccc1Cl)NCCc1ccccc1	-10%
COc1cc(C2CC3CC2C(C)C3(C)C)ccc1O (configuration not stated)	-9%
COc1ccc(CC(=O)OCC(=O)Nc2ncc(Cl)cc2Cl)cc1	28%
COc1ccc(OC)c(NC(=O)c2cc(-c3cc(Cl)ccc3O)n[nH]2)c1	-5%
Cc1ccc(C2Nc3cccc4cccc(c34)N2)s1	-3%
COc1ccc(C(=O)N2CC(=O)N(CCc3ccccc3)C(=O)C2)cc1OC	-6%
O=C(CN(Cc1ccco1)C(=O)Cn1nnc(-c2cccs2)n1)NCc1ccccc1	-12%
COC(=O)c1ccc(CSc2nnc(Nc3ccc(OC)cc3)s2)o1	-4%
O=C(Nc1ccc(Br)cc1)C1CCCN1C(=O)OCc1ccccc1 (configuration not stated)	6%
Cc1cc(N2CCCCC2)nc(SCC(=O)c2ccccc2)n1	-9%
C/C=C(\C)CN1CCN(c2ccc(C)cc2)CC1	2%
Cc1cc(C)nc(/N=C(\N)Nc2cc(Cl)cc(Cl)c2)n1	-11%
NCCOc1ccccc1Cc1ccccc1	-4%
CN(C)c1ccc(C(=O)N2CCN(Cc3ccccc3)CC2)cc1	-1%
CC1(C)Cc2c(C#N)c(SCC(=O)c3ccccc3)nc(N3CCOCC3)c2CO1	3%
COc1ccc(C(=O)COC(=O)CCn2nnc(-c3cccc(O)c3OC)n2)cc1	-5%
CC(O)COc1ccc(/C(=N/O)c2ccccc2)cc1 (configuration not stated)	-6%
CCN1C(=O)/C(=C\c2cc(Cl)c(OCc3ccccc3)c(OC)c2)SC1=S	1%
Cc1ccccc1OCC(=O)N/N=C/c1ccco1	-5%
CC1(C)Cc2nc3sc4c(=O)n(CC(=O)NCc5ccccc5)cnc4c3cc2CO1	-8%
CCOC(=O)c1sc2nc(NC(=O)C3CCCCC3)sc2c1C	-3%
CCC1CCCCN1C(=O)c1cc2cc(Br)ccc2oc1=O (configuration not stated)	4%
CCc1ccc2oc(-c3cccc(NC(=O)c4cccnc4)c3)nc2c1	-9%
Cn1ncc(Cl)c1C(=O)Nc1cccnc1	-10%
Cc1nc2cc(C(F)(F)F)ccc2n1C1CCN(C(=O)N2CCOCC2)CC1	-8%
CC(c1nnc(SCC(=O)c2c(N)n(C)c(=O)n(C)c2=O)n1-c1ccc(Cl)cc1)N(C)C (configuration not stated)	-4%
O=C1C2CCCN2C(c2ccccc2F)N1c1ccc(Cl)cc1 (configuration not stated)	-23%
NC1=NC(=O)/C(=C/c2cc(Br)ccc2OS(=O)(=O)c2ccc([N+](=O)[O-])cc2)S1	-10%
COc1ccc(C(=O)COC(=O)c2ccc(NC(=O)c3ccccc3)cc2)cc1	-5%
Cc1nc(SCc2c(F)cccc2Cl)c2c(=O)n(C)c(=O)n(C)c2n1	-4%
CCOC(=O)CCS(=O)(=O)c1ccc(-c2ccc(S(=O)(=O)CCC(=O)OCC)cc2)cc1	-6%
CCCn1c(C(O)c2ccc(OCC)cc2)nc2ccccc21 (configuration not stated)	6%
Cc1ccc(Cl)cc1N1CCN(Cc2nnnn2C2CCCCC2)CC1	-7%
O=c1[nH]cnc2nn(-c3ccccc3)nc12	-7%
COc1ccccc1CNC(=O)COC(=O)C1=COCCO1	-12%
CCCCCN(C(=O)NC(=O)Nc1ccccc1OC)S(C)(=O)=O	-2%
CCN(CC)CCn1c(=S)[nH]c2cc3c(cc2c1=O)OCO3	-18%

Quoted at random: five records from the list.
mol	EphA4 KYL inhibition
Cn1ncc(Cl)c1C(=O)Nc1cccnc1	-10%
Cc1ccc(Cl)cc1N1CCN(Cc2nnnn2C2CCCCC2)CC1	-7%
CCC1CCCCN1C(=O)c1cc2cc(Br)ccc2oc1=O (configuration not stated)	4%
CCN1C(=O)/C(=C\c2cc(Cl)c(OCc3ccccc3)c(OC)c2)SC1=S	1%
Cc1nc(SCc2c(F)cccc2Cl)c2c(=O)n(C)c(=O)n(C)c2n1	-4%
